esBAF inh: SWI/SNF esBAF complex inhibition | reporter increase, % at 12.5 µM | actives 2% (n = 350,000) | AID 602393 | mouse ES cells, Bmi1-luciferase knock-in reporter, 24 h; 100% = twice the neutral-well signal; in the data active = activation above about 40%;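 also: 0% = median of the plate's neutral control wells and 100% = double that signal; a rise in the Bmi1 reporter signal indicates esBAF inhibition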
CFTR F508del cor: correctors of CFTR F508del function in bronchial epithelial cells | CFBE cells, YFP halide quenching; stimulated with forskolin plus potentiator P3; % fluorescence drop versus neutral controls | activity (quench increase), % at 7.58 µM | actives 0.36% (n = 350,000) | AID 720511;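 active = mean added fluorescence quench of at least 8% versus neutral control, with both replicates also reaching 8%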;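 also: cells transiently co-express mutant CFTR-F508del with the halide-sensitive YFP; corrector assay measuring rescue of mutant channel to the surface after 24 h compound exposure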
RAD52 anneal inh: blocks human RAD52 DNA annealing | inhibition, % at 18.7 µM | P43351 | actives 0.46% (n = 360,000) | AID 651710 | recombinant RAD52 DNA annealing, FRET fluorescence;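 active = every replicate showing at least 50% inhibition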
Target sequence (P43351 whole entry, looked up): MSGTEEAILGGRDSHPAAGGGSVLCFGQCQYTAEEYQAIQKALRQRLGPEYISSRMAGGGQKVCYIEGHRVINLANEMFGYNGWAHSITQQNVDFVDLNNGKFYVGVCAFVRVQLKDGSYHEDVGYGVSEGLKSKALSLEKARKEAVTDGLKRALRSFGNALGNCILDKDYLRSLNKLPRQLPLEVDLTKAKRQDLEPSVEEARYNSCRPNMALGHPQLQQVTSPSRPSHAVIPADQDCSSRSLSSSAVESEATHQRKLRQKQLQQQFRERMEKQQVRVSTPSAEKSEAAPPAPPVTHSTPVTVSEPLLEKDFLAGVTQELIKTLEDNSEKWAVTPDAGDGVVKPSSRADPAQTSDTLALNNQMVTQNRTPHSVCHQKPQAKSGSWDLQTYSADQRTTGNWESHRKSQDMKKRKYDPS
GSIS activator: GLuc luminescence reporter in INS-1E cells, primary screen for activators of glucose-dependent secretion of insulin | INS-1E GLuc reporter insulin secretion, 2-3 h | actives 0.61% (n = 370,000) | activation, % at 16.6 µM | AID 743287;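 active = lowest replicate activation of at least 40%, so every replicate reaches that level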;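 also: 0% = median of neutral control wells and 100% = median of IBMX positive control wells; some compounds called inactive have numbers as strong as hits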
ERAP1 HTS inh: ERAP1 (human) enzyme inhibition. recombinant ERAP1, Leu-AMC fluorescence, 60 min. actives 0.15% (n = 340,000). inhibition, % at 10.7 µM. AID 652197;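 active = mean replicate inhibition of at least 30%, or all replicates individually reaching that 30% level; inactive = mean below 30% and not every replicate reaching it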;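 also: 0% = neutral control wells and 100% = L-leucinethiol positive control wells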
XiGFP reactiv: X-chromosome reactivation activator; AID 743238; XiGFP mouse fibroblasts, % GFP-positive cells imaging, 3 d; cells co-treated with 5-aza-dC sensitizer; scaled so ellipticine positive control = 100%; actives 0.055% (n = 360,000); activation, % at 7.58 µM;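 active = mean normalized replicate activation at least 10% and every replicate at or above 10%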;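 also: 0% = median of on-plate neutral control wells and 100% = ellipticine 6 µM median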
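System: SV40-immortalized XiGFP fibroblast cells, line 68-5-11 / Incubation: 3-day compound exposure, then 15 min fixation at room temperature / Compound: single concentration per compound, delivered by pin transfer / Buffer or medium: DMEM plus 5-aza-dC sensitizer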
ARNT TACC3 PPI: disruptors of human ARNT/TACC3 interaction; Q9Y6A5; AlphaScreen His-ARNT PAS-B/GST-TACC3 binding, luminescence; TACC3 fragment carries E629A point mutation; inhibition, % at 9.99 µM; actives 0.66% (n = 390,000);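 active = mean inhibition of replicates at least 50% and at least half of replicates each reaching 50%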;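 also: 0% = complete ARNT plus TACC3 wells and 100% = ARNT alone without TACC3; many hits fall short of the cut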
RAD54 inh: inhibitors of human RAD54 branch migration; Q92698; AID 602329; actives 0.14% (n = 360,000); inhibition, % at 10.4 µM; RAD54 Holliday junction branch migration, FAM/BHQ fluorescence;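 active = mean normalized replicate activity at least 40 and at least half of replicates scoring 40 or more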;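 also: 0% = median of neutral control wells and 100% = median of positive control wells; inhibitors cause a drop in the FAM fluorescence signal; in these data hits start at about 50%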
* = called active by the depositor; . = not tested or not shown; & = joins results of further samples. Random draw from the library (roughly 3.3% active in at least one column).

SMILES	esBAF inh	CFTR F508del cor	RAD52 anneal inh	GSIS activator	ERAP1 HTS inh	XiGFP reactiv	ARNT TACC3 PPI	RAD54 inh
CCCCn1cnc2c(sc3nc4c(cc32)CSC(C)(C)C4)c1=O	47*	.	.	-9	.	0.4	-4	-2
O=C1C(=O)N(c2ccccc2)C(c2ccccc2)C1c1ccccc1 (centres undefined)	0	-1.5	-7	.	-2	0.2	-8	-1
CNC[C@H]1Oc2ccc(N)cc2C(=O)N([C@H](C)CO)C[C@@H]1C	-1	3.0	4	.	1	.	-4	11
Cc1ccc(C(=O)CSc2nn3c(=O)c(C(C)(C)C)nnc3s2)cc1	-12	.	.	-1	.	.	-19	5
Cc1noc(C)c1NC(=O)Nc1ccc2c(c1)CC(=O)N([C@@H](C)CO)C[C@H](C)[C@H](CN(C)Cc1ccc(C(=O)O)cc1)O2	1	-3.1	-9	11	0	-1.0	-8	2
C[C@@H]1CN([C@H](C)CO)S(=O)(=O)c2ccc(C3=CCCC3)cc2O[C@H]1CN(C)C(=O)c1ccncc1	6	-1.3	4	1	3	-1.0	3	-4
Cn1c(=O)[nH]c(=O)c2c1nc(SCC(O)CO)n2CCCc1ccccc1 (centres undefined)	4	2.8	-6	21	-2	0.0	-9	-3
Cc1nc(NC(=O)C2CCCCC2)sc1C	29	.	.	20	.	.	28	-11
O=c1oc(-c2cccs2)nc2ccc(Cl)cc12	-1	0.5	-21	-9	2	0.6	10	.
Clc1cccc(CN2CCCCCC2)c1	1	1.1	-3	9	1	0.4	-11	0
CN(C)CCCN1CC(=O)N2CCc3ccc(Br)cc3C2CC1=O (centres undefined)	.	-2.5	-3	6	4	0.4	.	.
CC(C)c1ccccc1-n1cc[nH]c1=S	.	1.3	-8	-3	8	0.1	20	.

Overlap with the part before: two compounds, followed by the next part.
SMILES	esBAF inh	CFTR F508del cor	RAD52 anneal inh	GSIS activator	ERAP1 HTS inh	XiGFP reactiv	ARNT TACC3 PPI	RAD54 inh
CN(C)CCCN1CC(=O)N2CCc3ccc(Br)cc3C2CC1=O (centres undefined)	.	-2.5	-3	6	4	0.4	.	.
CC(C)c1ccccc1-n1cc[nH]c1=S	.	1.3	-8	-3	8	0.1	20	.
COc1ccccc1N1CCN(/N=C/c2cccc(OC)c2O)CC1	.	-4.5	-7	4	4	0.1	4	.
COc1cc(/C=N\NC(=O)c2cccnc2)ccc1OC(=O)c1ccccc1Cl	.	-2.4	-11	0	-4	-0.1	1	-7
Cc1ccc(NC(c2ccccc2)c2nc3ccccc3[nH]c2=O)cc1 (centres undefined)	3	1.0	-15	4	-4	-0.2	-4	-9
COc1ccc(CCNC(=O)C23CCC(C)(C(=O)C2=O)C3(C)C)cc1OC (centres undefined)	3	-1.8	-9	-2	0	0.0	-8	-16
O=C(CCNC(=O)c1ccc([N+](=O)[O-])cc1)Nc1ccccc1N1CCOCC1	.	-1.0	-12	6	6	-0.7	5	.
COc1ccc(S(=O)(=O)N(C)C[C@H]2Oc3ccc(NS(=O)(=O)c4ccc(C)cc4)cc3CC(=O)N([C@H](C)CO)C[C@H]2C)cc1	-1	-2.3	.	-4	.	-1.2	-3	-1
COc1ccc(C(=O)C[n+]2cc(Br)cc3ccccc32)cc1[N+](=O)[O-]	1	-0.1	-9	-10	2	0.0	-8	3
COc1ccc(/C(O)=C2/C(=O)C(=O)N(CCCN3CCOCC3)C2c2ccc(N(C)C)cc2)cc1 (centres undefined)	-2	-3.0	-33	-2	-8	0.5	-26	-5
CCCNC(=O)CC(NS(=O)(=O)c1ccc(NC(C)=O)cc1)C(C)C (centres undefined)	7	-0.8	-15	-2	-5	0.0	-5	-9
Cc1ccc(-n2nc(C)c3c2OC(N)=C(C#N)C3c2cccs2)cc1 (centres undefined)	-4	.	.	23	.	.	-6	-5
Cc1cccc(C)c1NC(=O)CN(C)CC(=O)N1CC(=O)Nc2ccccc21	15	2.1	10	.	-1	0.2	.	.
C#C[C@]1(O)CCC2C3CCC4=Cc5oncc5CC4(C)C3CCC21C (some centres undefined)	-4	0.1	-7	.	-2	0.3	-4	-5

Next part
SMILES	esBAF inh	CFTR F508del cor	RAD52 anneal inh	GSIS activator	ERAP1 HTS inh	XiGFP reactiv	ARNT TACC3 PPI	RAD54 inh
C[C@@H]1CN([C@H](C)CO)C(=O)Cc2cc(NC(=O)c3ccncc3)ccc2O[C@@H]1CN(C)S(C)(=O)=O	1	1.0	-8	11	0	-0.1	4	-2
Cc1cc(S(=O)(=O)NC2CCCCC2)ccc1-n1cnnn1	7	-1.8	-7	9	2	0.2	0	-14
N#Cc1c(-c2ccccc2)cc(-c2ccccc2)nc1SCCC(=O)O	2	1.9	-16	-19	-22	0.1	-1	7
O=C(COc1ccccc1Cl)Nc1ccc(N2CCN(C(=O)c3ccccc3)CC2)cc1	-11	-1.5	-16	-3	3	0.0	3	4
Cc1cc(=O)[nH]c(N/N=C/C(C)c2ccccc2)n1 (centres undefined)	-2	-0.8	-5	8	4	1.2	0	5
Cc1c(-c2ccccc2)c(-c2ccc(OCCN(C)C)cc2)n2ccccc12	.	-1.9	-11	.	1	0.5	-2	.
O=C(C1CCC1)N1CC(=O)N2[C@H](C1)[C@@H](c1ccc(C#Cc3cccc(F)c3)cc1)[C@@H]2CO	.	6.5	12	3	-1	0.0	.	.
COc1ccc(C2SCC(=O)N2Cc2ccccc2)cc1 (centres undefined)	-5	-2.7	-5	12	1	0.1	-3	5
C[C@@H]1CN([C@@H](C)CO)S(=O)(=O)c2ccc(Br)cc2O[C@H]1CN(C)CC1CCCC1	-11	-0.4	0	-3	-3	1.2	-1	-5
Cc1cc(C)cc(OCC(O)CN2CCC(CN3C(=O)c4cccc5cccc(c45)C3=O)CC2)c1 (centres undefined)	.	6.9	95*	-22	.	-0.2	19	66*
Cc1cc(C(=O)Nc2c(C)nn(Cc3ccc(F)cc3)c2C)on1	-4	-0.7	-5	-8	-1	0.2	11	13
O=C(C[C@@H]1CC[C@H](NC(=O)c2ccncc2)[C@@H](CO)O1)NCC1CCCCC1	-6	-1.3	-2	10	-2	3.5	12	-4

Additional entries:
SMILES	esBAF inh	CFTR F508del cor	RAD52 anneal inh	GSIS activator	ERAP1 HTS inh	XiGFP reactiv	ARNT TACC3 PPI	RAD54 inh
Cc1oc2c(c(C)cc3oc(=O)c(CC(=O)NCCCO)c(C)c32)c1C	6	1.0	-8	0	-1	0.2	-9	-8
NS(=O)(=O)c1ccc(CCNC(=O)C(=O)c2cn(CC(=O)N3CCCC3)c3ccccc23)cc1	-6	1.7	-290	31	-9	0.0	-3	-13
c1ccc(-c2cc3ncccc3cn2)cc1	19	1.5	2	-2	-1	-0.1	4	8
COc1ccccc1CCC(=O)OCC(=O)N1c2ccccc2NC(=O)C1(C)C	-3	-1.3	-12	-14	2	0.0	0	-2
S=C(NCc1ccccn1)Nc1ccc(Br)cc1Cl	.	-0.4	-16	9	-2	0.2	2	-4
CC(=O)Nc1nc(-c2ccc3c(c2)OCO3)cs1	39	0.9	-8	8	.	0.1	-4	.
CCOc1ccccc1NC(=O)CCn1ccnc1	-8	0.5	-10	17	3	0.0	1	-3
CCS(=O)(=O)N1CCN=C1SCc1ccccc1	-4	2.5	-8	21	-4	0.0	-8	5
COc1cccc(-c2c(C(=O)N/N=C/c3ccco3)nnn2-c2nonc2N)c1	2	-0.6	-17	7	-1	0.0	5	4
Cc1ccc(S(=O)(=O)N(C)C[C@H]2Oc3c(NC(=O)Nc4ccc(F)cc4)cccc3C(=O)N([C@@H](C)CO)C[C@@H]2C)cc1	3	0.5	-17	-5	-1	-0.1	-3	-1
N=c1c(C(=O)NC2CCCCC2)cc2c(=O)n3ccccc3nc2n1Cc1ccco1	-7	-0.5	-18	-17	2	0.3	-6	16
O=C(Nc1cccc(S(=O)(=O)Nc2ccccc2F)c1)c1ccco1	-4	0.5	-14	-13	-2	-0.1	0	-4

Continued:
SMILES	esBAF inh	CFTR F508del cor	RAD52 anneal inh	GSIS activator	ERAP1 HTS inh	XiGFP reactiv	ARNT TACC3 PPI	RAD54 inh
COc1nccc(C(F)(F)F)c1C(=O)Nc1ccc(Cl)cc1	0	-2.0	-1	-3	0	0.1	-15	-5
COc1ccc(OCc2n(CC(=O)OC3CC(C)CCC3C(C)C)c3ccccc3[n+]2C)cc1 (centres undefined)	-17	5.1	49	271*	10	0.7	14	30
COc1cccc(NC(=S)N2CCN(S(C)(=O)=O)CC2)c1	1	-1.6	0	0	1	-0.1	-6	2
C/C(=N\Nc1ccc2nncn2n1)c1ccc(Cl)s1	.	2.7	-3	11	.	0.0	.	6
COc1ccc(C2CC(=O)Oc3ccc(C(C)(C)C)cc32)cc1 (centres undefined)	-2	-0.5&-2.1	4&3	8	1&1	-0.1	-2&-17	10&-1
COc1ccc(S(=O)(=O)Nc2c3ccccc3nc(=O)n2-c2ccccc2)cc1	8	.	2	.	-5	.	.	2
COc1ccc(NC(=O)CSc2n[nH]c(-c3ccncc3)n2)cc1Cl	2	-4.3	-5	-5	5	0.1	-4	0
COc1cccc(OCC(O)CN2CCN(C)CC2)c1 (centres undefined)	-9	1.5	-6	-2	-1	0.2	-2	-2
O=C(CCC1CCCCC1)Nc1cccc(C(=O)Nc2ccc(C(=O)O)cc2)c1	-5	-1.7	1	6	2	0.1	6	-7
Cc1ccccc1OCC(=O)NC(C)c1ccccc1 (centres undefined)	1	2.1	-9	20	1	0.4	6	8
COc1ccc(S(=O)(=O)Nc2ccc3c(c2)C(=O)N([C@H](C)CO)C[C@@H](C)[C@@H](CN(C)S(C)(=O)=O)OCCCC[C@H](C)O3)cc1	-1	-2.0	-11	6	-2	-0.1	-16	-1
O=C(c1cnccn1)N1CC[C@@H]2[C@@H](CO)Nc3ccc(C#Cc4cccnc4)cc3[C@@H]21	-1	3.1	9	1	2	-0.1	4	3

(cont.)
SMILES	esBAF inh	CFTR F508del cor	RAD52 anneal inh	GSIS activator	ERAP1 HTS inh	XiGFP reactiv	ARNT TACC3 PPI	RAD54 inh
O=C(COc1coc(CN2CCN(c3ccc(F)cc3)CC2)cc1=O)NC1CCCC1	2	-3.1	-8	-10	0	0.7	-3	-1
CC(=O)NCCC1CCN(c2nc3nonc3nc2N(C)Cc2ccccc2)CC1	-1	1.0	8	.	7	0.6	15	.
C1=C(c2cn(-c3nc4ccccc4s3)nn2)CCCC1	.	1.2	-47	.	-2	-0.2	.	.
O=C(Nc1ccccc1O)c1cccc(S(=O)(=O)N2CCOCC2)c1	5	-1.1	-4	8	-1	0.0	-2	1
C[C@@H]1CN([C@H](C)CO)S(=O)(=O)c2ccc(-c3ccncc3)cc2O[C@H]1CN(C)C(=O)CN(C)C	-4	0.7	9	15	3	-0.2	8	16
C[C@@H]1CN([C@@H](C)CO)C(=O)c2cc(NC(=O)Nc3cccc4ccccc34)ccc2O[C@@H]1CN(C)C(=O)Nc1ccc(F)cc1	1	0.0	-7	-8	1	0.0	10	4
COc1ccc2c3c(n(C)c2c1)[C@@H](CO)N(Cc1ccc2c(c1)OCO2)CC31CN(C(=O)c2ccc3c(c2)OCO3)C1	.	4.8	-10	-2	0	0.1	.	.
O=C(NC1CCCC1)C(=O)N(Cc1cccnc1)C(C(=O)NC1CCCC1)c1ccco1 (centres undefined)	.	-3.0	-3	0	3	0.0	24	.
CCCC(=O)Nc1ccc2c(c1)C(=O)N(C)C[C@H](OC)[C@H](C)CN(C(=O)C1CCCC1)[C@H](C)CO2	-7	-2.9	-2	0	3	-0.1	29	-1
Nc1nc(SCC(=O)N2CCCc3ccccc32)n[nH]1	-4	-5.4	-5	8	3	-0.6	-8	-6
O=C(Cn1nnc2ccccc2c1=O)N[C@@H](Cc1ccccc1)C(=O)O	-2	-2.1	-11	12	3	0.0	2	-5

From PubChem
